# Screens as filed in PubChem BioAssay.
# Pol iota inh: blocks human DNA polymerase iota activity; Pol iota fluorescent replication assay, 10 min; Q9UNA4; 390,000 compounds, 1% hits; Potency, µM (top dose mostly 115 µM), without a hit: at the highest dose activity, negative = inhibition, usual class: inhibitors; AID 588590
#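 Pol iota at 10 nM preincubated 15 min with compounds at room temperature; reaction started with fluorescent substrate, 50 nM final. Fluorescence read kinetically at 0 and 10 min; buffer-only wells as negative control.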
# BAZ2B block: blocks human BAZ2B. Q9UIF8. AlphaScreen BAZ2B-H3K14Ac peptide displacement. Potency, µM (titrated, usually from 114 µM), without a hit: top-dose activity change, negative = inhibition, actives largely listed as inhibitors. 360,000 compounds, 4.4% hits; note: % is set by controls: 0 for no effect and ±100 for the full control effect; nearly all actives have a fitted effect of over 60% in size
#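 AlphaScreen luminescence quantifies BAZ2B engagement of H3K14Ac peptide; the protein and biotinylated peptide are both at 50 nM final, buffer PBS pH 7.4 with 0.01% Tween-20, all steps at room temperature.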
# JMJD2A Tudor: inhibitors of human JMJD2A Tudor domain; AlphaScreen JMJD2A-Tudor / H3K4me3 peptide binding; AID 504339; Potency, µM (top dose mostly 114 µM), inactives show at the top dose activity change, negative = inhibition, usual class: inhibitors; O75164; 390,000 compounds, 4.4% hits; note: % is set by controls: 0 for no effect and ±100 for the full control effect; nearly all actives have a fitted effect of over 50% in size
# BLM inh: inhibitors of human Bloom syndrome helicase BLM; 350,000 compounds, 0.2% hits; AID 2528; recombinant BLM DNA unwinding, fluorescence dequenching; Potency, µM (highest dose often 56.1 µM), for inactives: at the top dose activity change, negative = inhibition, usual class: inhibitors;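 note: plate controls were vehicle for no effect and no enzyme for full effect; nearly all actives have a fitted effect of over 35% in size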
# Pol beta inh: DNA polymerase beta (human) inhibition. 340,000 compounds, 1.3% hits. P06746. Potency, µM (doses to about 114 µM), inactives show at the highest dose activity change, negative = inhibition, hits mostly inhibitors. Pol beta primer extension/strand displacement, fluorescence kinetic. AID 485314; note: % is set by controls: 0 for no effect and ±100 for the full control effect
#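 Preincubation: enzyme (10 nM) with compound, 15 min, RT. Reaction: substrate added to 50 nM final. Reads: 0 and 10 min. Analysis: normalized, Hill fit.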
# POLK inh: inhibitors of human DNA polymerase kappa; Q9UBT6; purified Pol kappa, fluorescent DNA synthesis assay, 10 min; Potency, µM (top dose mostly 107 µM), inactives show at the top dose activity, negative = inhibition, most hits filed as inhibitors; 400,000 compounds, 0.53% hits; note: % is set by controls: 0 for no effect and ±100 for the full control effect
# Target sequence (Q9UBT6 whole entry, looked up): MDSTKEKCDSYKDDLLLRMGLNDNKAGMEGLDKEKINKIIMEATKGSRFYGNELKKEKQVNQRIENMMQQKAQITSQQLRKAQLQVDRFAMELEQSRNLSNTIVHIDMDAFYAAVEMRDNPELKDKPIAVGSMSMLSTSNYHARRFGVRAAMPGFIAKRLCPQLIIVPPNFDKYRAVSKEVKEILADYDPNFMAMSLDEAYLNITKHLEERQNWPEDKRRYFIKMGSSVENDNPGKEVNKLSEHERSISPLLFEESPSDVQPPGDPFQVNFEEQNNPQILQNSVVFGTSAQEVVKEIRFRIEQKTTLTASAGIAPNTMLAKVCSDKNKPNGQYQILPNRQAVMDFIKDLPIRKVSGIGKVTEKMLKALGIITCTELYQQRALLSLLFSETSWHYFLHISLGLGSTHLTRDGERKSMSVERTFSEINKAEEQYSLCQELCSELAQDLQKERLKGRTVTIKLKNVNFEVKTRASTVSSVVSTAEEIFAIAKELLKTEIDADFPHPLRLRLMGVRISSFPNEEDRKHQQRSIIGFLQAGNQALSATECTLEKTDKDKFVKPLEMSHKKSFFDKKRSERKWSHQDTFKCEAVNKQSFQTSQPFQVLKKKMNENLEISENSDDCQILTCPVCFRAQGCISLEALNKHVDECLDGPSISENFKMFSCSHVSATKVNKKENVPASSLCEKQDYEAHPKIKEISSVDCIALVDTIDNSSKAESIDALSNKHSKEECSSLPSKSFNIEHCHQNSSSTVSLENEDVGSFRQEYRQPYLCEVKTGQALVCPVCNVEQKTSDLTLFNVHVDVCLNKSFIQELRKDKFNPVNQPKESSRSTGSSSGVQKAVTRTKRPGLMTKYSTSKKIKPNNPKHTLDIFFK
#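 Pol kappa 10 nM + cpd, 15 min RT; start w/ substrate 50 nM final; fluorescence kinetic read, 0 and 10 min. Neg ctrl: buffer, no enzyme.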
# APE1 inh: APE1 (human) endonuclease inhibition | P27695 | recombinant APE1, TAMRA/BHQ-2 abasic DNA cleavage fluorescence | Potency, µM (titrated, usually from 65.8 µM), for the others: at the highest dose activity change, negative = inhibition, most hits filed as inhibitors | 350,000 compounds, 0.35% hits;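 note: plate controls were vehicle for no effect and reference inhibitor for full effect; nearly all actives have a fitted effect of over 55% in size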
#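 0.75 nM APE1 + cpd, 15 min RT; start w/ 50 nM TAMRA/BHQ-2 THF-abasic dsDNA; kinetic fluor 525/598 nm ×3 reads @60 s; Δ(read3−read1); normalized to DMSO and NSC13755 control wells.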
# Pol eta inh: blocks human DNA polymerase eta activity. recombinant Pol eta, fluorescent DNA replication assay. Potency, µM (titrated, usually from 114 µM), for the others: at the top dose activity change, negative = inhibition, usual class: inhibitors. Q9Y253. 390,000 compounds, 1.2% hits; note: % is set by controls: 0 for no effect and ±100 for the full control effect
#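 Pol eta (10 nM) was preincubated with compounds for 15 min at room temperature, after which fluorescent replication substrate (50 nM final) was added to start the reaction. Fluorescence was read kinetically at 0 and 10 min.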
# G9a inh: inhibitors of human histone lysine methyltransferase G9a. Potency, µM (doses to about 102 µM), for inactives: top-dose activity, negative = inhibition, most hits filed as inhibitors. G9a H3K9 monomethylation, AlphaScreen, 2 h. 350,000 compounds, 8.8% hits; note: % is set by controls: 0 for no effect and ±100 for the full control effect; nearly all actives have a fitted effect of over 75% in size
#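 Methyltransferase reactions run at room temperature for 2 h (20 nM enzyme, 500 nM biotin-H3K9 peptide, 20 uM SAM) after a 15 min compound preincubation; product detected by AlphaScreen beads and anti-H3K9me1 antibody.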
# Starred values were filed as active, the others as inactive; ? = inconclusive; nt = not tested or not shown; & = joins results of further samples; ! = a repeat was not active; [ ] = another dose, or the depositor's remark. Calls come from the whole dose curve; as a rule, active = well fitted curve in the direction sought with a large enough effect; inconclusive = small, poorly fitted or top-dose-only effect, or another doubt; inactive = no such curve, though single readings can be large; an effect the other way counts as inactive or inconclusive. Potency is the fitted concentration of half-maximal effect. A portion of the library (hit frequency here may not be typical).
SMILES,Pol iota inh,BAZ2B block,JMJD2A Tudor,BLM inh,Pol beta inh,POLK inh,APE1 inh,Pol eta inh,G9a inh
CC1(C)Cc2cccc(C(=O)Nc3ccc(F)cc3F)c2O1,-13%,45%[activator],36%,-7%,-19%,1%,-3%,-9%,274%[activator]
CCC(C)N=Cc1c(Nc2ccccc2)nc2c(C)cccn2c1=O (stereo not given),-18%,-12%,?,0%,33%,0%,15%,-13%,-21%[59 µM]
COc1ccc(S(=O)(=O)N2CCOCC2)cc1NC(=O)COC(=O)C1CCC1,-12%,-8%,-13%,nt,nt,-3%,18%,-16%,31%[12.7 µM]
COc1ccc(NC(=O)c2ccc(-c3nc(CSc4ccc(C)cc4)c(C)o3)cc2)cc1Cl,23%,-9%,-22%,-3%,-4%,-8%,nt,-13%,-8%[59 µM]
Cc1cc(OCC(=O)O/N=C(\N)c2ccccc2)ccc1Cl,3%,42%[activator],11%,-19%,-16%,-8%,-1%,-12%,23%[59 µM]
CC(NC(=O)C(=O)c1cn(CC(=O)N2CCOCC2)c2ccccc12)c1ccccc1 (stereo not given),-1%,-10%,4%,-1%,-9%,4%,-13%,-6%,nt
Cn1c(SCC(=O)NC2CCCC2)nnc1-c1cccs1,-12%,8%,2%,-2%,52%,6%,7%,-9%,34%
CCN(CC)CCNC(=O)C(=O)Nc1ccc2c(c1)N(S(=O)(=O)c1cccs1)CCC2,49%[activator],-4%,-3%,nt,nt,5%,23%,-13%,11%[2.33 µM]
COc1cccc(OCC(=O)Nc2ccncc2)c1,?,1%,-18%,-4%,36%,0%,6%,-13%,-8%[0.501 µM]
Cc1scc(C(=O)NNC(=S)NCC(C)C)c1C,6%,5%,-9%,0%,16%,-15%,0%,-11%,-4%[59 µM]
CN1c2ccsc2/C(=N/NC(=O)c2c(F)cccc2F)CS1(=O)=O,11%,-27%,?,0%,?,-1%,-2%,-11%,45%[59 µM]
Cc1cccc(C(=O)NCc2nnc3c4ccccc4c(-c4ccccc4)nn23)c1,55%[activator],8%,-19%,4%,-6%,-1%,0%,-17%,-11%[59 µM]
Cc1onc(-c2ccccc2)c1C(=O)OCCOc1ccc([N+](=O)[O-])cc1[N+](=O)[O-],202%[activator],?,-25%,-5%,-28%,-16%,7%,-10%,-17%
Cc1ccc2nc(-c3ccncc3)cc(C(=O)Nc3ccncc3)c2c1,12%,-18%,-8%,1%,-4%,-3%,4%,-12%,-1%
N#C/C(=C\c1ccc(Sc2nc3ccccc3[nH]2)o1)c1ccccc1,-1%,11%,-13%,-10%,-1%,-6%,22%,?,?
CCN(CC)C(=O)CSc1nnc2cc(C)c3ccccc3n12,6%,-7%,2%,-10%,0%,8%,2%,0%,?
O=C(Nc1ccccc1C(=O)OCc1cc(=O)n2c3c(sc2n1)CCCC3)c1ccc(Cl)cc1,4%,-8%,-3%,-3%,-16%,-7%[60.1 µM],nt,-5%,8%[59 µM]
CCOc1ccccc1N(C(=O)CNC(=O)c1ccco1)C(C(=O)NC1CCCC1)c1ccncc1 (stereo not given),156%[activator],20%,-33%,-2%,14%,4%,-12%,-2%,19%
C=CCn1c(SCC(=O)Nc2sc3c(c2C#N)CCC3)nnc1C1COc2ccccc2O1 (stereo not given),?,3%,-19%,-15%,?,-5%,-4%,?,9%[59 µM]
Cc1ccc(S(=O)(=O)c2cnc(-c3ccccc3)nc2N2CCCCC2)cc1,5%,3%,36%,-6%,-20%,-9%,-8%,-10%,154%[activator]
CCOC(=O)Cc1c[nH]c(=S)[nH]c1=O,33%[activator],-9%,?,0%,55%,-1%,13%,1%,-9%[2.33 µM]
COc1ccc(CNC(=O)c2cnc(N3CCOCC3)c3ccccc23)cc1,1%,-4%,-5%,-8%,3%,-4%[60.1 µM],nt,-13%,-2%[59 µM]
CC(=O)c1cccc(-n2nnnc2SCC(=O)Nc2cc(C)on2)c1,38%[activator],-15%,-4%,-8%,18%,-2%,-7%,-11%,-5%
CCOC(=O)N1CCN(CC(=O)Nc2ccccc2C(=O)Nc2ccccc2)CC1,21%,12%,-11%,nt,nt,-7%,-9%,-11%,4%[2.33 µM]
Cc1cc2oc(C(=O)N(Cc3ccc(N(C)C)cc3)CC3CCCO3)c(C)c2cc1C (stereo not given),-4%&14%,14µM*,13µM*!,-7%&-6%,-3%&3%,-7%&-6%,21%,-24%&-16%,14µM*
COc1ccc(S(=O)(=O)NCCC(C)C)cc1C,-10%,1%,0%,-2%,-5%,-4%,-1%,-9%,4%[59 µM]
O=C(COC(=O)c1ccccc1C(=O)c1ccccc1)c1ccco1,-3%,11%,-12%,-2%,1%,5%,?,-12%,-9%[59 µM]
O=C(COC(=O)c1ccc2ncsc2c1)Nc1ccc(OC(F)(F)F)cc1,69%[activator],nt,-4%,nt,nt,-5%,1%,-22%,nt
CCOC(=O)c1ccc(NC(=O)[C@@H](NC(N)=O)C(C)C)cc1,44%[activator],3%,-17%,-4%,14%,-4%,0%,-4%,2%[12.7 µM]
O=c1c(-c2ccc(F)cc2)nc2cnc(N3CCOCC3)nc2n1CCc1ccccc1,nt,nt,nt,0%,nt,6%[60.1 µM],-1%,nt,8%[0.501 µM]
Cc1cccc(-c2noc(-c3ccc(NC4CCCC4)c([N+](=O)[O-])c3)n2)c1,3%,-27%,-10%,-1%,0%,-1%,nt,2%,-28%[59 µM]
CC(CC(=O)NCc1ccco1)S(=O)(=O)c1ccc2c(c1)CCN2C(=O)C1CC1 (stereo not given),41%[activator],-15%,-18%,-1%,0%,0%,14%,-6%,-1%
CC(C)(C)c1ccc(OC(=O)N2CCOCC2)cc1,?,3%,-1%,3%,5%,-24%,11%,-12%,46%
CN1CCN(S(=O)(=O)c2cccc(C(=O)NC3CCCC3)c2)CC1,19%,5%,-3%,nt,nt,-10%,18%,4%,-36%
CCCCCCN(CCCCCC)C(=O)Cc1c(-c2ccc(F)cc2)[nH]c2ccccc12,37%[activator],0%,-35%,-16%,-16%[57.1 µM],-14%[60.1 µM],1%&0%&-6%&-3%,?,18%[59 µM]
CC(=O)NC1C(=O)N=C(SC(C)C(=O)Nc2cccc(Cl)c2)NC1=O (stereo not given),10%,-8%,-5%,-8%,1%,-9%,-4%,-20%,5%[12.7 µM]
c1ccc2oc(-c3csc(N4CCOCC4)n3)cc2c1,207%[activator],-31%,-16%,-7%,3%,-11%,-2%,-20%,40µM*
CCOC(=O)N1CCN(C(=O)Nc2ccc(Cl)cc2Cl)CC1,2%,-2%,-6%,1%,-13%,-2%,-1%,-7%,9%[12.7 µM]
CCOc1cc(/C=C2\SC(N3CCCC(C)C3)=NC2=O)ccc1O (stereo not given),12%,-11%,-24%,-4%,14%,8%,18%,-14%,8%
O=C(CN(Cc1ccc(F)cc1)C(=O)C1CSC(=O)C1)NC1CCCCC1 (stereo not given),28%,5%,-5%,2%,2%,2%,-2%,-16%,16%
Cc1sc2ncnc(NCC(c3ccccc3)N(C)C)c2c1C (stereo not given),42%[activator],2%,-32%,-9%,0%,2%,-10%,-18%,3%
Cc1ccc2nc(SCCCCOc3ccccc3)[nH]c2c1,-13%,22%,34%,-9%,24%,-12%,-5%,-16%,18%[59 µM]
C[C@H]1CN([C@@H](C)CO)C(=O)c2cccc(NC(=O)c3ccncc3)c2O[C@H]1CN(C)C(=O)Nc1ccccc1,?,nt,?,nt,nt,-2%,-10%,-8%,nt
Cn1c(=O)c2c(nc(NCc3ccco3)n2Cc2ccccc2Cl)n(C)c1=O,?,-18%,-23%,-2%,2%,-2%,1%,3%,3%[59 µM]
c1cncc(C(c2nnnn2C2CCCC2)N2CCN(Cc3ccc4c(c3)OCO4)CC2)c1 (stereo not given),3%,-6%,-12%,-1%,22%,-9%,-9%,-2%,-36%

# Whole records, looked up by structure. Values in the order: Pol iota inh	BAZ2B block	JMJD2A Tudor	BLM inh	Pol beta inh	POLK inh	APE1 inh	Pol eta inh	G9a inh
# `Cn1c(=O)c2c(nc(NCc3ccco3)n2Cc2ccccc2Cl)n(C)c1=O` in the list: ?	-18%	-23%	-2%	2%	-2%	1%	3%	3%[59 µM]
# `Cc1onc(-c2ccccc2)c1C(=O)OCCOc1ccc([N+](=O)[O-])cc1[N+](=O)[O-]` in the list: 202%[activator]	?	-25%	-5%	-28%	-16%	7%	-10%	-17%
# `COc1ccc(NC(=O)c2ccc(-c3nc(CSc4ccc(C)cc4)c(C)o3)cc2)cc1Cl` in the list: 23%	-9%	-22%	-3%	-4%	-8%	nt	-13%	-8%[59 µM]

# Further results:
SMILES,Pol iota inh,BAZ2B block,JMJD2A Tudor,BLM inh,Pol beta inh,POLK inh,APE1 inh,Pol eta inh,G9a inh
COc1ccccc1CCNC(=O)c1nccnc1C(=O)O,140%[activator],-25%,-3%,-1%,0%,6%,23%,-18%,35µM*
C[C@H](CO)N1C[C@H](C)[C@@H](CN(C)S(=O)(=O)c2ccccc2)Oc2ccc(NC(=O)C3CC3)cc2C1=O,-27%,nt,-21%,nt,nt,-5%,9%,-14%,nt
CCc1ccc(NC(=O)N2CCN(C(=O)C3CCCO3)CC2)cc1 (stereo not given),4%,-9%,0%,-5%,-10%,-4%,20%,-12%,34%
C=Cn1cc[n+](CC(=O)c2ccc(Br)s2)c1,7%,-27%,-21%,-4%,44%,4%,-14%,1%,?
N#Cc1cc(C#N)c(N2CCN(c3ccccn3)CC2)nc1N,-13%,-24%,-5%,1%,-27%,-2%,-1%,-14%,6%
Cc1ccc(CCNC(=O)c2cc3c(s2)-c2c(C)cccc2OC3)cc1,32%[activator],-38%,?,-19%,3.5µM*,-2%,nt,?,-13%[59 µM]
O=C(Cn1c(CO)nc2ccccc21)Nc1cc(C(F)(F)F)ccc1N1CCOCC1,-12%,-25%,5%[11.4 µM],-4%,1%,-5%,0%,?,-19%[12.7 µM]
Cc1cc(NC(=O)CCC(=O)N(c2ccccc2)C(C(=O)NC2CCCC2)c2ccc(F)cc2)no1 (stereo not given),24%,4%,-3%,1%,-7%,-9%,6%[12.4 µM],-5%,25%[59 µM]
COC(=O)Cc1coc2cc(OC)ccc12,3%,11%,-11%,nt,nt,-9%,-18%,-4%,-7%[2.33 µM]
Cc1nn(C)c(C)c1NS(=O)(=O)c1cccc(Br)c1,6%,11%,-19%,nt,nt,-5%,14%,-4%,1%
CCOC(=O)C1=C(C)NC(C)=C(C(=O)OCC)C1c1cccc(C)n1,14%,4%,14%,-2%,-21%,5%,-5%,-11%,25%
